POLH inh – DNA polymerase eta (human) inhibition. Q9Y253. recombinant Pol eta, fluorescent DNA replication assay. Potency, µM (highest dose often 114 µM), inactives show top-dose activity change, negative = inhibition, most hits filed as inhibitors. 390,000 tested, 1.2% active. AID 588591; also: % is scaled to controls: 0 for no effect and ±100 for the full control effect
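Pol eta at 10 nM preincubated with compounds 15 min at room temperature; reaction started with fluorescent substrate (50 nM final) and read kinetically at 0 and 10 min.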
APE1 inh – blocks human APE1 abasic DNA cleavage; P27695; recombinant APE1, TAMRA/BHQ-2 abasic DNA cleavage fluorescence; Potency, µM (series often up to 65.8 µM), for inactives: top-dose activity change, negative = inhibition, most hits filed as inhibitors; 350,000 tested, 0.35% active; AID 2517;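 also: plate controls were vehicle for no effect and reference inhibitor for full effect; nearly all actives have a fitted effect of over 55% in size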
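Activity was derived from the fluorescence gain between first and third kinetic reads (60 s intervals, ex 525/em 598 nm) after 50 nM THF-abasic TAMRA/BHQ-2 duplex was added to 0.75 nM APE1 preincubated 15 min with compound.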
G9a block – inhibitors of human histone lysine methyltransferase G9a; 350,000 tested, 8.8% active; Potency, µM (titrated, usually from 102 µM), for the others: at the highest dose activity, negative = inhibition, actives largely listed as inhibitors; G9a H3K9 monomethylation, AlphaScreen, 2 h; AID 504332; also: % is scaled to controls: 0 for no effect and ±100 for the full control effect; nearly all actives have a fitted effect of over 75% in size
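Compounds were preincubated with 20 nM G9a for 15 min, after which biotinylated H3K9 peptide (500 nM) and SAM (20 uM) started a 2 h room-temperature reaction. Monomethylated product was quantified by antibody-based AlphaScreen chemiluminescence.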
Pol iota inh – DNA polymerase iota (human) inhibition | Pol iota fluorescent replication assay, 10 min | Q9UNA4 | Potency, µM (top dose mostly 115 µM), for the others: at the top dose activity, negative = inhibition, usual class: inhibitors | AID 588590 | 390,000 tested, 1% active
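Pol iota at 10 nM preincubated 15 min with compounds at room temperature; reaction started with fluorescent substrate, 50 nM final. Fluorescence read kinetically at 0 and 10 min; buffer-only wells as negative control.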
Pol kappa inh – blocks human DNA polymerase kappa activity; Q9UBT6; purified Pol kappa, fluorescent DNA synthesis assay, 10 min; Potency, µM (titrated, usually from 107 µM), inactives show at the highest dose activity, negative = inhibition, actives largely listed as inhibitors; 400,000 tested, 0.53% active; AID 588579; also: % is scaled to controls: 0 for no effect and ±100 for the full control effect
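Activity was followed as the change in fluorescence between reads at 0 and 10 min after starting the reaction with 50 nM substrate. Beforehand, 10 nM polymerase had been preincubated with compound for 15 min at room temperature.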
BLM helicase inh – Bloom syndrome helicase (human) inhibition; 350,000 tested, 0.2% active; Potency, µM (highest dose often 56.1 µM), without a hit: top-dose activity change, negative = inhibition, most hits filed as inhibitors; recombinant BLM DNA unwinding, fluorescence dequenching;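 also: plate controls were vehicle for no effect and no enzyme for full effect; nearly all actives have a fitted effect of over 35% in size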
BAZ2B block – inhibitors of human BAZ2B bromodomain. 360,000 tested, 4.4% active. AlphaScreen BAZ2B-H3K14Ac peptide displacement. Potency, µM (titrated, usually from 114 µM), inactives show at the highest dose activity change, negative = inhibition, usual class: inhibitors; also: % is scaled to controls: 0 for no effect and ±100 for the full control effect; nearly all actives have a fitted effect of over 60% in size
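AlphaScreen luminescence quantifies BAZ2B engagement of H3K14Ac peptide; the protein and biotinylated peptide are both at 50 nM final, buffer PBS pH 7.4 with 0.01% Tween-20, all steps at room temperature.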
Apoferritin bind – binds horse apoferritin like a general anesthetic; 350,000 tested, 0.074% active; apoferritin/1-aminoanthracene competitive binding, fluorescence; Potency, µM (titrated, usually from 77.5 µM), for inactives: at the top dose activity change, negative = displacement, most hits filed as inhibitors; AID 485281; P02791; also: % is scaled to controls: 0 for no effect and ±100 for the full control effect; nearly all actives have a fitted effect of over 20% in size
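10 uM apoferritin + 50% sat. 1-AMA, PBS; cpd 10 min RT; Ex380/Em535 endpoint; normalized to free probe vs complex; 4-param Hill fit; propofol titration as pos. ctrl.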
POLB inh – DNA polymerase beta (human) inhibition. Pol beta primer extension/strand displacement, fluorescence kinetic. Potency, µM (top dose mostly 114 µM), for inactives: top-dose activity change, negative = inhibition, most hits filed as inhibitors. 340,000 tested, 1.3% active. AID 485314; also: % is scaled to controls: 0 for no effect and ±100 for the full control effect
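10 nM enzyme + cpd, 15 min RT; start with substrate 50 nM final; read 0 min and after 10 min RT. Corrected, normalized data; 4-parameter Hill curve fit.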
* marks the source's active call; other numbers are inactive results; ? = inconclusive; nt = no result given; & = joins results of further samples; [ ] = another dose, or the depositor's remark. Calls follow the shape of the dose curve; as a rule, active = well fitted curve in the direction sought with a large enough effect; inconclusive = small, poorly fitted or top-dose-only effect, or another doubt; inactive = no such curve, though single readings can be large; an effect the other way counts as inactive or inconclusive. Potency is read from the fitted curve at half-maximal effect. This is a subset; count on the stated rates, not on these rows.

SMILES | POLH inh | APE1 inh | G9a block | Pol iota inh | Pol kappa inh | BLM helicase inh | BAZ2B block | Apoferritin bind | POLB inh
O=C(O)C1CCN(c2ncnc3ccc(-c4ccccc4C(F)(F)F)cc23)CC1 | nt | 2% | nt | nt | -8%[60.1 µM] | 2% | nt | 58%[activator] | nt
Cc1ccc(CNC(=O)c2cc(Cl)cc(Cl)c2)n1C | -4% | -1% | ? | 21% | 1% | -3% | -23% | -14% | 3%
O=C(CN1C(=O)CCOc2ccccc21)Nc1cccc(S(=O)(=O)N2CCOCC2)c1 | 4% | 16% | ? | 19% | -2% | nt | 0% | nt | nt
CCOc1ccc(N=Cc2c(O)n(-c3cccc(C)n3)c(=O)c3ccccc23)cc1 | -15% | -2% | 6% | -10% | -13% | -14% | ? | -15% | ?
COc1ccc(S(=O)(=O)Nc2ccc(Cc3ccncc3)cc2)cc1OC | -6% | 32% | -2% | 37%[activator] | -9% | -1% | -1% | -12% | 21%
CN1C(c2ccc(F)cc2)=CS/C1=C(\C#N)c1nnc2n1-c1ccccc1SC2 | -5% | ? | 13%[59 µM] | -14% | -1% | 0% | nt | -15% | -19%
CCOc1ccc(N2C(=O)CC(N3CCN(C(=O)CN4CCCC4)CC3)C2=O)cc1 (configuration not stated) | -9% | -1% | ? | 18% | -4% | -1% | -24% | -12% | -11%
COC(=O)c1ccc(NC(=O)c2ccccc2SC)cc1 | -4% | 28% | ? | 12% | -9% | -8% | 1% | -19% | 2%
COc1ccc(N2CCN(C(=O)CSc3nnc4c(C)cc5cc(C)ccc5n34)CC2)cc1 | ? | ? | 45µM* | 20% | -8% | 1% | ? | -17% | 10%
C=C1CCN(C(C(=O)OC)C(C)C)S(=O)(=O)c2ccc(F)cc21 (configuration not stated) | -12% | 8%&1% | ? | -8%&-5% | -7%&-11% | 5%&-10% | 6% | -1%&-6% | -1%
COc1ccccc1C(=O)NNC(=O)C(=O)Nc1ccc(C)cc1 | 7% | 77%[activator] | 10% | 3% | -2% | -3% | -2% | -4% | 23%
CSc1cccc(NC(=O)CC(c2ccc(F)cc2)N2Cc3ccccc3C2=O)c1 (configuration not stated) | 4% | nt | -19%[59 µM] | -19% | -22% | -4% | -12% | 120%[activator] | -29%
CCCCn1c(N)c(N(CC)C(=O)CSCc2ccc(C)cc2)c(=O)[nH]c1=O | -12% | 16% | nt | 47%[activator] | 6% | 0% | 2% | -1% | 0%
Cc1cccc(OCc2nc(-c3ccccn3)n[nH]2)c1 | -18% | 0% | 23%[59 µM] | -4% | -5% | 1% | 8.9µM* | -22% | 1%
CCCCCCn1c(SCC(=O)c2ccccc2)nc2c1c(=O)[nH]c(=O)n2C | -8% | -3% | ? | 8% | -6% | -1% | 11% | -1% | -3%
COc1ccc(S(=O)(=O)NCCCn2ccnc2)cc1C(C)(C)C | 0% | 27% | 12% | 24% | -7% | -13% | -32% | -12% | 10%
CCC(=O)N1CCC2(CC1)Oc1ccc(Cl)cc1C(=O)C21CC(c2ccc(Cl)cc2)=NO1 (configuration not stated) | -12% | -5% | 16%[12.7 µM] | 12% | -15% | -13% | -20% | -13% | 5%
CCSc1nnc(-c2cc(Br)ccc2NC(C)=O)c(=O)[nH]1 | -8% | -2% | -5% | 31%[activator] | -3% | -5% | -13% | -14% | 7%
O=C(Cc1cccs1)Nc1nnc(SCC(=O)NC2CCCCC2)s1 | ? | -4% | ? | ? | -31% | -3% | 0% | -19% | ?
Cc1ccc(C(=O)Nc2ccc(N3CCN(C)CC3)cc2)c(Cl)c1 | -2% | -1% | nt | 4% | -3% | -5% | -6% | -6% | 5%
COc1ccc(C(=O)OCC(=O)Nc2ccccc2)cc1[N+](=O)[O-] | -14% | 0% | -42% | 31%[activator] | -17% | -2% | 17% | -24% | 1%
Cc1cc(C)nc(NC(=O)c2ccc(Cl)cc2Cl)n1 | -2% | 7% | 6% | -27% | 4% | -7% | -16% | -4% | -16%
COc1cc(/C=C/C(=O)OCC(=O)NCCC2=CCCCC2)ccc1O | 11% | -8% | -38% | 49%[activator] | -17% | -3% | nt | ? | -15%
O=C(Nc1cccc(Cl)c1)C1CCCN1S(=O)(=O)c1cccc2cccnc12 (configuration not stated) | -14% | nt | 13%[59 µM] | -3% | 3% | -4% | -25% | -13% | 0%
COc1ccccc1N1CCN(c2cc(C)nc3nc(C)nn23)CC1 | -13% | 0% | -46%[59 µM] | 18% | 7% | 2% | 1% | 28% | 1%
COc1ccc(OCc2nnc(-c3ccccc3)o2)cc1 | -13% | nt | 20%[59 µM] | 19% | 14% | 2% | 97%[activator] | ? | 0%
COc1cccc(NC(=O)C2CCCN2C(=O)Nc2cccc(F)c2)c1 (configuration not stated) | 1% | 5% | -10%[59 µM] | 7% | -12% | 3% | 11% | -3% | 13%
O=C(CCn1cnc2ccccc2c1=O)Nc1ccc(S(=O)(=O)N2CCCCC2)cc1 | -5% | -5% | -5%[12.7 µM] | 7% | -17% | 0% | -3% | -16% | 2%
COc1ccc(C(=S)N2CCC(C(N)=O)CC2)cc1Br | -10% | 13% | ? | 32%[activator] | -2% | -1% | -1% | -4% | 36%
O=c1[nH]c(CSc2ncn[nH]2)nc2ccccc12 | -9% | -1% | nt | 38%[activator] | -13% | -2% | -3% | -2% | -2%
COc1cc2nc(SCC(=O)Nc3ccccc3C)n3nc(CCn4c(C)nc5ccccc54)nc3c2cc1OC | nt | nt | ? | -3% | -19% | -5% | nt | 41%[activator] | -16%
COc1ccccc1N1CCN(/N=C/c2c(C)nn(-c3ccccc3)c2C)CC1 | -15% | 0% | ? | 19% | 0% | -6% | 28µM* | -1% | ?
O=C(Nc1nc(-c2ccc(Br)cc2)cs1)c1cccnc1 | -15% | -1% | -23% | 107%[activator] | -4% | -9% | -16% | -5% | -2%
COc1ccccc1OCC(=O)Nc1ccc(S(=O)(=O)N2CCCC2)cc1 | -16% | -10% | 19% | 43%[activator] | 3% | -1% | 7% | -4% | 2%
Cc1nc2ccccc2cc1C(=O)O | 7% | -1% | ? | 6% | -15% | 3% | -15% | -3% | 1%
COCCn1c(Cc2ccccc2)nnc1SCC(=O)N(C)C | -11% | 0% | -36% | 19% | -3% | -5% | 4% | -5% | 22%
CC1CCC(C(C)C)C(OC(=O)C2=C3c4ccccc4S(=O)(=O)N3CC2)C1 (configuration not stated) | -4% | -2% | 25µM* | -19% | -5% | -5% | -3% | -1% | -18%
CCOC(=O)C(CCCOc1ccccc1C)C(=O)OCC | -16% | -3% | 227%[activator] | 11% | -14% | -1% | 327%[activator] | 1% | -3%
CCCn1c(C)cc(/C=C(\C#N)C(=O)OCC(=O)N(C)c2c(N)n(Cc3ccccc3)c(=O)[nH]c2=O)c1C | -15% | 24% | -51% | 7% | -4% | nt | -29% | nt | nt
Cc1cc2ncc(C(=O)Nc3ccccc3)c(C)n2n1 | 11% | -2% | 19%[12.7 µM] | 6% | 3% | 3% | 1% | -8% | 2%
Cc1nn2c(NCc3ccccn3)cc(C(C)C)nc2c1-c1ccccc1 | -14% | -2% | nt | 0% | -7% | -13% | 30% | -9% | 30%
COc1ccc(S(=O)(=O)N2CCCN(CC(=O)Nc3ccccc3F)CC2)cc1 | -14% | -2% | 5% | 1% | 1% | 0% | 0% | 4% | 57%
COc1ccc(N(Cc2cc3ccccc3[nH]c2=O)S(C)(=O)=O)cc1 | -3% | 1% | 4% | 11% | -2% | 4% | 1% | -4% | 47%
C/C(=N/NC(=O)Cc1c(C)[nH][nH]c1=O)c1ccc(O)cc1 | -13% | 0% | -38% | 8% | -14% | 6% | -1% | 7% | 2%
CCNc1ncc2nc(-c3ccccc3)c(=O)n(C[C@H]3CCCO3)c2n1 | nt | -8% | -2%[0.501 µM] | nt | -1%[60.1 µM] | 4% | nt | nt | nt
CCOC(=O)c1ccc(NC(=O)CN2C(=O)CCC2=O)cc1 | -18% | -3% | -4%[59 µM] | 8% | -8% | 3% | 6% | 8% | 0%

Structures above that have an NH in an aromatic ring (8):
SMILES | POLH inh | APE1 inh | G9a block | Pol iota inh | Pol kappa inh | BLM helicase inh | BAZ2B block | Apoferritin bind | POLB inh
CCCCn1c(N)c(N(CC)C(=O)CSCc2ccc(C)cc2)c(=O)[nH]c1=O | -12% | 16% | nt | 47%[activator] | 6% | 0% | 2% | -1% | 0%
Cc1cccc(OCc2nc(-c3ccccn3)n[nH]2)c1 | -18% | 0% | 23%[59 µM] | -4% | -5% | 1% | 8.9µM* | -22% | 1%
CCCCCCn1c(SCC(=O)c2ccccc2)nc2c1c(=O)[nH]c(=O)n2C | -8% | -3% | ? | 8% | -6% | -1% | 11% | -1% | -3%
CCSc1nnc(-c2cc(Br)ccc2NC(C)=O)c(=O)[nH]1 | -8% | -2% | -5% | 31%[activator] | -3% | -5% | -13% | -14% | 7%
O=c1[nH]c(CSc2ncn[nH]2)nc2ccccc12 | -9% | -1% | nt | 38%[activator] | -13% | -2% | -3% | -2% | -2%
CCCn1c(C)cc(/C=C(\C#N)C(=O)OCC(=O)N(C)c2c(N)n(Cc3ccccc3)c(=O)[nH]c2=O)c1C | -15% | 24% | -51% | 7% | -4% | nt | -29% | nt | nt
COc1ccc(N(Cc2cc3ccccc3[nH]c2=O)S(C)(=O)=O)cc1 | -3% | 1% | 4% | 11% | -2% | 4% | 1% | -4% | 47%
C/C(=N/NC(=O)Cc1c(C)[nH][nH]c1=O)c1ccc(O)cc1 | -13% | 0% | -38% | 8% | -14% | 6% | -1% | 7% | 2%

Two records drawn at random from the list so far:
SMILES | POLH inh | APE1 inh | G9a block | Pol iota inh | Pol kappa inh | BLM helicase inh | BAZ2B block | Apoferritin bind | POLB inh
CC1CCC(C(C)C)C(OC(=O)C2=C3c4ccccc4S(=O)(=O)N3CC2)C1 (configuration not stated) | -4% | -2% | 25µM* | -19% | -5% | -5% | -3% | -1% | -18%
CCNc1ncc2nc(-c3ccccc3)c(=O)n(C[C@H]3CCCO3)c2n1 | nt | -8% | -2%[0.501 µM] | nt | -1%[60.1 µM] | 4% | nt | nt | nt

Screening data: PubChem, National Center for Advancing Translational Sciences (NCATS)
